# High-throughput results deposited in PubChem BioAssay by National Center for Advancing Translational Sciences (NCATS).
# BAZ2B inh: qHTS Assay for Inhibitors of BAZ2B | AID 504333, 2011 | AlphaScreen BAZ2B-H3K14Ac peptide displacement | hit rate 4.4% among 360,000 | Potency, µM (series often up to 114 µM), for the others: at the top dose activity change, negative = inhibition, most hits filed as inhibitors | Bromodomain adjacent to zinc finger domain protein 2B (Homo sapiens), Q9UIF8; also: % is scaled to controls: 0 for no effect and ±100 for the full control effect; nearly all actives have a fitted effect of over 60% in size
#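 BAZ2B (50 nM) with biotin-H3(5-23)K14Ac peptide (50 nM) in PBS pH 7.4, 0.01% Tween-20, preformed 30 min, then compound 30 min at room temperature; top concentration 110uM. AlphaScreen streptavidin donor/nickel chelate acceptor beads (10 ug/mL final), 20 min dark, signal read.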
# Pol eta inh: qHTS for Inhibitors of Polymerase Eta; DNA polymerase eta (Homo sapiens), Q9Y253; recombinant Pol eta, fluorescent DNA replication assay; Potency, µM (highest dose often 114 µM), for the others: top-dose activity change, negative = inhibition, actives largely listed as inhibitors; hit rate 1.2% among 390,000; AID 588591, 2011; also: % is scaled to controls: 0 for no effect and ±100 for the full control effect
# Target sequence (Q9Y253 whole entry, looked up): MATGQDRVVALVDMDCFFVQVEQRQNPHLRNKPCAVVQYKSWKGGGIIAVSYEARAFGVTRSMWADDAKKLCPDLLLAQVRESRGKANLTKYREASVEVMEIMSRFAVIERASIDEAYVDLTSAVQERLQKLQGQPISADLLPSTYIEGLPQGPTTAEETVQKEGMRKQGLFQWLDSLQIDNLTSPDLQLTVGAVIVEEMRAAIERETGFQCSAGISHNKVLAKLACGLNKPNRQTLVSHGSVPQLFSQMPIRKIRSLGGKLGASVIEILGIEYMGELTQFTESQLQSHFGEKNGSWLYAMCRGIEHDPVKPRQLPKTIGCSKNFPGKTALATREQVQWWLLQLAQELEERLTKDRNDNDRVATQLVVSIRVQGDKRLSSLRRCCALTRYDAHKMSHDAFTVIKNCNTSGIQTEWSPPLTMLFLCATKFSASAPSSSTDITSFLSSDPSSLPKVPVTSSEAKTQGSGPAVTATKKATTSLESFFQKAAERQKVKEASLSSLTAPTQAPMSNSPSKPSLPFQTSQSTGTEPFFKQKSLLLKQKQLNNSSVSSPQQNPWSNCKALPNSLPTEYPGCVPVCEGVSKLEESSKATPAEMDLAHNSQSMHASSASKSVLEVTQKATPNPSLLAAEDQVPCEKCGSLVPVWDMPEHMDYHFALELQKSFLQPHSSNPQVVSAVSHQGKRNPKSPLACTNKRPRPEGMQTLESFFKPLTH
#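 Pol eta at 10 nM preincubated with compounds 15 min at room temperature; reaction started with fluorescent substrate (50 nM final) and read kinetically at 0 and 10 min.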
# POLI inh: qHTS for Inhibitors of Polymerase Iota; DNA polymerase iota (Homo sapiens), Q9UNA4; Pol iota fluorescent replication assay, 10 min; Potency, µM (top dose mostly 115 µM), without a hit: at the highest dose activity, negative = inhibition, actives largely listed as inhibitors; hit rate 1% among 390,000; AID 588590, 2011
#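 Pol iota at 10 nM preincubated 15 min with compounds at room temperature; reaction started with fluorescent substrate, 50 nM final. Fluorescence read kinetically at 0 and 10 min; buffer-only wells as negative control.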
# Pol beta inh: qHTS Assay for Inhibitors of DNA Polymerase Beta | Potency, µM (doses to about 114 µM), without a hit: top-dose activity change, negative = inhibition, actives largely listed as inhibitors | hit rate 1.3% among 340,000 | AID 485314, 2010 | Pol beta primer extension/strand displacement, fluorescence kinetic | P06746; also: % is scaled to controls: 0 for no effect and ±100 for the full control effect
#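 Reaction started by 50 nM substrate onto compound-treated Pol beta (10 nM, 15 min preincubation, room temperature); plates read at 0 min and 10 min. Normalized concentration-effect data fitted by four-parameter Hill equation.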
# POLK inh: qHTS for Inhibitors of Polymerase Kappa | Potency, µM (top dose mostly 107 µM), without a hit: at the highest dose activity, negative = inhibition, most hits filed as inhibitors | DNA polymerase kappa (Homo sapiens), Q9UBT6 | purified Pol kappa, fluorescent DNA synthesis assay, 10 min | hit rate 0.53% among 400,000; also: % is scaled to controls: 0 for no effect and ±100 for the full control effect
#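 Activity was followed as the change in fluorescence between reads at 0 and 10 min after starting the reaction with 50 nM substrate. Beforehand, 10 nM polymerase had been preincubated with compound for 15 min at room temperature.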
# BLM helicase inh: qHTS Assay for Inhibitors of Bloom's syndrome helicase (BLM); recombinant BLM DNA unwinding, fluorescence dequenching; Potency, µM (titrated, usually from 56.1 µM), for inactives: at the top dose activity change, negative = inhibition, hits mostly inhibitors; hit rate 0.2% among 350,000; AID 2528, 2010;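 also: plate controls were vehicle for no effect and no enzyme for full effect; nearly all actives have a fitted effect of over 35% in size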
# G9a block: qHTS Assay for Inhibitors of Histone Lysine Methyltransferase G9a; Histone-lysine N-methyltransferase EHMT2 (Homo sapiens), Q96KQ7; G9a H3K9 monomethylation, AlphaScreen, 2 h; Potency, µM (titrated, usually from 102 µM), for the others: at the highest dose activity, negative = inhibition, hits mostly inhibitors; hit rate 8.8% among 350,000; AID 504332, 2011; also: % is scaled to controls: 0 for no effect and ±100 for the full control effect; nearly all actives have a fitted effect of over 75% in size
#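 Signal arises when biotinylated H3K9 peptide, once monomethylated, bridges streptavidin donor and antibody-captured acceptor beads. Enzyme at 20 nM was preincubated 15 min with test compounds; peptide 500 nM and SAM 20 uM then reacted for 2 h.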
# JMJD2A Tudor: qHTS Assay for Inhibitors of JMJD2A-Tudor Domain | Lysine-specific demethylase 4A (Homo sapiens), O75164 | AlphaScreen JMJD2A-Tudor / H3K4me3 peptide binding | Potency, µM (top dose mostly 114 µM), for the others: at the highest dose activity change, negative = inhibition, usual class: inhibitors | hit rate 4.4% among 390,000 | AID 504339, 2011; also: % is scaled to controls: 0 for no effect and ±100 for the full control effect; nearly all actives have a fitted effect of over 50% in size
# APE1 inh: qHTS Assay for Inhibitors of the Human Apurinic/apyrimidinic Endonuclease 1 (APE1); hit rate 0.35% among 350,000; Potency, µM (titrated, usually from 65.8 µM), for inactives: at the top dose activity change, negative = inhibition, actives largely listed as inhibitors; DNA repair nuclease/redox regulator APEX1 (Homo sapiens), P27695; recombinant APE1, TAMRA/BHQ-2 abasic DNA cleavage fluorescence;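 also: plate controls were vehicle for no effect and reference inhibitor for full effect; nearly all actives have a fitted effect of over 55% in size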
# Target sequence (P27695 whole entry, looked up): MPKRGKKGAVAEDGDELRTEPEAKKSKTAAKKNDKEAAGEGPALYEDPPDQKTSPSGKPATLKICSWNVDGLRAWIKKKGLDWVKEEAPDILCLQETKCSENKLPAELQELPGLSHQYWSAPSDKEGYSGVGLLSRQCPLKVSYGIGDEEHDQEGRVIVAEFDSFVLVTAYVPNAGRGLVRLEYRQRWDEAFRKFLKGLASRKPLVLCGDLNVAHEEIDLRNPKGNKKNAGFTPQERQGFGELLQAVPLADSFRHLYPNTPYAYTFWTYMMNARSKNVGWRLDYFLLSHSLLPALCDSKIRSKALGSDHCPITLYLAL
#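 Activity was derived from the fluorescence gain between first and third kinetic reads (60 s intervals, ex 525/em 598 nm) after 50 nM THF-abasic TAMRA/BHQ-2 duplex was added to 0.75 nM APE1 preincubated 15 min with compound.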
# Numbers without * were called inactive; ? = inconclusive; / = not tested or not shown; [ ] = remark or other dose. Calls follow the shape of the dose curve; as a rule, active = well fitted curve in the direction sought with a large enough effect; inconclusive = small, poorly fitted or top-dose-only effect, or another doubt; inactive = no such curve, though single readings can be large; an effect the other way counts as inactive or inconclusive. Potency is read from the fitted curve at half-maximal effect. An excerpt; the hit share may differ from the screen's.
SMILES,BAZ2B inh,Pol eta inh,POLI inh,Pol beta inh,POLK inh,BLM helicase inh,G9a block,JMJD2A Tudor,APE1 inh
O=C(NC(Cc1ccccc1)C(=O)N1CCCCCC1)c1ccccc1 (stereo not given),-6%,-6%,45%[activator],-1%,6%,-3%,24%,9%,34%
O=C(NC(=S)NCc1ccccc1)c1ccc2c(c1)OCO2,-34%,-16%,6%,5%,-3%,-4%,?,-12%[57.1 µM],-5%
Cc1cc(NS(=O)(=O)c2ccc(NC(=O)COc3ccc(Cl)cc3)cc2)no1,9%,-6%,9%,18%,-5%,0%,0%[12.7 µM],-7%,3%
O=C(CN(C1CCCCC1)S(=O)(=O)c1ccc(Cl)cc1)NCCCO,0%,-18%,19%,31%,-3%,-1%,-34%,-1%,1%
COc1ccc(NC(=O)CN2C(=O)NC3(CCCC3)C2=O)cc1,11%,-3%,-5%,30%,-8%,-3%,15%,-8%,15%
CCCc1nn2c(=O)cc(COc3cccc(NC(=O)c4ccco4)c3)nc2s1,-3%,?,-25%,-13%,-15%,-5%,-11%,-22%,35%
CCCCC(=O)Oc1cc(C)[nH]c(=O)c1[N+](=O)[O-],-5%,-4%,-9%,7%,3%,-12%,-45%,-9%,25%
O=C(COc1ccccc1)NCCc1csc(-c2cccc(F)c2)n1,16%,-19%,24%,-14%,-8%[60.1 µM],1%,4%[59 µM],3%,/
CCN(C(=O)Cn1nnc2sc(-c3ccccc3)cc2c1=O)c1cccc(C)c1,-37%,/,9%,26%,1%,-5%,4.5µM*,?,/
O=C(Nc1cccc([N+](=O)[O-])c1)Nc1ccc2c(c1)OCCO2,-26%,-22%,88%[activator],-29%,-5%,-2%,4%,-1%,-4%
O=C(CSc1nnc(-c2ccc(OC(F)F)cc2)o1)NC(=O)NCc1ccco1,50µM*,?,79µM*,45µM*,-29%,-15%,?,?,?
COc1ccccc1C(=O)CN1C(=O)NC2(CCc3ccccc32)C1=O (stereo not given),11%,-19%,0%,/,-12%,/,50µM*,-17%,19%
CC1CCN(C(=O)Cn2ncc3c([nH]c4ccccc43)c2=O)CC1,-7%,-5%,0%,37%,0%,-10%,16%[59 µM],-11%,-2%
COC(C)(C)[C@]12CC(O)(C(C)C)ON1[C@H]1CCCCC1N2O (stereo not given in full),1%,-14%,-1%,0%,-6%,1%,0%[2.33 µM],-6%,9%
Cc1ccc(CN2C(=O)c3ccccc3C2C(=O)NCC2CCCO2)cc1 (stereo not given),4%,-14%,20%,8%,-1%,-2%,5%,-19%,5%
O=C(NCc1cccnc1)C1CC(c2cccc(Br)c2)=NO1 (stereo not given),1%,-1%,4%,98%,1%,-1%,30%,-8%,6%
O=C1CC(c2ccccc2)n2ncnc2N1 (stereo not given),25%,-20%,6%,4%,-3%,-10%,-18%[12.7 µM],-5%,-2%
CCCCNC(=S)N/N=C/c1ccccc1F,-4%,-4%,19%,29%,-16%,6%,53%[activator][59 µM],-11%,12%
COc1cccc(C2CC(c3cccs3)=NN2C(=O)CSc2nc3ccccc3s2)c1OC (stereo not given),-31%,-20%,7%,11%,-12%,3%,-33%[59 µM],-13%,24%
Cc1cc(C)c(NC(=O)CNC(=O)[C@@H]2CCCN2C(=O)c2cccs2)c(C)c1,-3%,-8%,4%,/,3%,/,2%[12.7 µM],5%,10%
CN(C(=O)CN1C(=O)NC(c2ccccc2)(c2ccccc2)C1=O)C1CCS(=O)(=O)C1 (stereo not given),2%,-2%,17%,/,19%,/,23%[2.33 µM],4%,20%
O=C(c1ccccn1)N1CCN(S(=O)(=O)c2cccc(Br)c2)CC1,5%,-9%,21%,/,-16%,/,21%[2.33 µM],-9%,2%
Cc1ccc(-c2nnc(Nc3ccc4c(c3)OCO4)c3ccccc23)cc1S(=O)(=O)NCCO,-32%,?,-4%,-1%,-14%,-13%,12%[59 µM],-31%[57.1 µM],0%
Cc1ccc(CSc2nnc(SCC(=O)N/N=C/C=C/c3ccccc3[N+](=O)[O-])s2)cc1,-28%,-15%,8%,6%,-6%,-3%,-3%[59 µM],-28%,0%
Cc1ccc(CNC(=O)Nc2ccccc2)cc1,6%,-8%,22%,-18%,-23%,0%,-33%[12.7 µM],5%,3%
# (continued)
SMILES,BAZ2B inh,Pol eta inh,POLI inh,Pol beta inh,POLK inh,BLM helicase inh,G9a block,JMJD2A Tudor,APE1 inh
CON=C1C=C(C)C(=O)C(C)=C1C,/,-10%,17%,/,-12%,/,/,-4%,/
Cc1ccccc1C(=O)n1nc(-c2ccco2)nc1NCc1cccs1,-6%,-15%,13%,3%,0%,-5%,?,-19%,/
CCOc1ccc2c(C)c(C(=O)O)oc2c1OCC,-6%,14%,13%,6%,-23%,-1%,17%[59 µM],-7%,10%
CN(CC(=O)Nc1cccc(F)c1)C(=O)Cn1cnc2c1c(=O)n(C)c(=O)n2C,8%,-7%,69%[activator],/,0%,/,?,-4%,-6%
COc1cccc(CN2CC(C(=O)NCCCc3ccc(C)cc3)CCC2=O)c1 (stereo not given),-13%[57.1 µM],-11%,25%,4%,2%,0%,8%,-18%,13%
CCOC(=O)c1sc(NC(=O)Nc2ccc(Cl)cc2)cc1C,-3%,-19%,8%,1%,-5%,-10%,15%[59 µM],-17%,13%
COc1cc(F)ccc1CN1CCC(C(=O)Nc2ccc(Oc3ccccc3)nc2)CC1,-14%,-12%,79%[activator],12%,-17%,4%,58%[activator],-23%,37%
CC(C)(C)C(=O)Nc1ccccc1N1CCN(C(=O)c2ccc(Cl)cc2)CC1,-2%,-5%,4%,-3%,-5%,1%,15%[12.7 µM],-29%,3%
CC1CC(C)CN(CCCNC(=O)CN2C(=O)CSc3ccc(S(=O)(=O)N4CCCCC4)cc32)C1 (stereo not given),-10%,-9%,10%,11%,5%,1%,-2%[59 µM],-11%,-1%
COc1ccc(-c2cc(=O)c3cc(OC)ccc3[nH]2)cc1,-2%,1%,35µM*,14%,4%,4%,79µM*,-7%,13%
CCCn1nc(NC(=O)c2cccs2)c2cc3cccc(C)c3nc21,106%[activator],-19%,-18%,?,-2%,-11%,234%[activator],85%[activator],-2%
COc1ccc(S(=O)(=O)N2CCN(C(=O)C3CC3)CC2)cc1,-3%,-18%,75%[activator],8%,-1%,-9%,16%,1%,2%
O=C(c1sccc1Cl)N1CCN(Cc2ccc3c(c2)OCO3)CC1,-10%,-14%,179%[activator],42%,-4%,-9%,/,-4%,11%
COC(=O)c1c(NC(=O)CCN2CCOCC2)sc2c1CCCC2,-32%,-23%,23%,18%,1%,2%,/,-23%,7%
CCOc1ccc2nc(NC(=O)c3nc(SC(C)C)ncc3Cl)sc2c1,-11%,0%,3%,10%,-5%,-2%,?,-16%,/
O=C(Cc1cccc2ccccc12)OCn1nnc2ccccc2c1=O,2%,-9%,-26%,1%,-22%,-3%,6%[59 µM],-3%,-5%
Cc1cc2nc(-c3ccc(SCC(=O)N4CCc5ccccc54)nc3)[nH]c2cc1C,-6%[57.1 µM],-1%,?,2%,-2%,-1%,?,-12%,9%
CCOc1ccc(-n2c(=O)c3c4c(sc3n(CC(=O)NCc3ccco3)c2=O)CCC4)cc1,5%,-5%,10%,11%,-4%,-3%,-10%[2.33 µM],-4%,0%
CCc1ccc(S(=O)(=O)NCc2csc(-c3cccnc3)n2)s1,3%,4%,-9%,4%,-12%,0%,5%[59 µM],-2%,6%
O=C(NCCC(=O)N1CCN(S(=O)(=O)c2ccccc2F)CC1)Nc1ccccc1,7%,-15%,14%,/,-18%,/,?,-9%,22%
COc1ccc(OC)c(CCNc2ncnc3onc(-c4ccc(F)cc4)c23)c1,17%[57.1 µM],-12%,2%,-2%,-11%,-10%,0%[59 µM],-31%,/
CC(C)[C@H](Nc1nc(-c2ccccc2)nc2c1oc1ccccc12)C(=O)O,-5%,-17%,10%,-2%,-2%,-2%,40%[0.501 µM],-14%,-1%
Cc1cc(C)n(-c2nc(NCCN(C)C)c3c4c(sc3n2)CCCC4)n1,-13%,-12%,-7%,?,-21%,1%,-1%[12.7 µM],?,2%
CCOC(=O)CNC(=O)C(CC(C)C)NC(=O)C1CCCCC1 (stereo not given),9%,-10%,23%,3%,-4%,-2%,-6%[12.7 µM],-10%,-3%
COc1cccc(C(=O)Nc2ccccc2OCc2cc(=O)n3cc(C)ccc3n2)c1,8%,-18%,-9%,24%,-6%[60.1 µM],-7%,5%[59 µM],-6%,/
CN(C)c1nc2c(cnn2C)c(=O)[nH]1,/,-21%,57%[activator],/,0%,/,/,-10%,/
O=C(CN1C(=O)C(=O)N(C2CCCC2)C1=O)NCCc1ccc(Cl)cc1Cl,5%,-8%,?,/,5%,/,-35%[2.33 µM],-5%,34%
COc1cccc(OC)c1C(=O)Nc1ccc(S(=O)(=O)Nc2nccc(C)n2)cc1,3%[57.1 µM],-13%,?,1%,-7%,-3%,-2%[59 µM],-4%,/
O=C(NCCNC(=O)c1ccccc1Br)c1ccccc1Br,-5%,-8%,17%,-2%,-13%,-1%,32%,-9%,12%
CC1(C)CC(=O)C(C=NCCN2CCN(C(=O)c3ccc(F)cc3)CC2)=C(O)C1,0%,3%,12%,6%,-29%,1%,-14%[59 µM],-26%[57.1 µM],2%

# Record cards (already shown):
# `O=C(c1sccc1Cl)N1CCN(Cc2ccc3c(c2)OCO3)CC1` is listed with BAZ2B inh = -10%; Pol eta inh = -14%; POLI inh = 179%[activator]; Pol beta inh = 42%; POLK inh = -4%; BLM helicase inh = -9%; G9a block = /; JMJD2A Tudor = -4%; APE1 inh = 11%
# `COc1cccc(C(=O)Nc2ccccc2OCc2cc(=O)n3cc(C)ccc3n2)c1` is listed with BAZ2B inh = 8%; Pol eta inh = -18%; POLI inh = -9%; Pol beta inh = 24%; POLK inh = -6%[60.1 µM]; BLM helicase inh = -7%; G9a block = 5%[59 µM]; JMJD2A Tudor = -6%; APE1 inh = /
